Screening data deposited in PubChem BioAssay by National Center for Advancing Translational Sciences (NCATS).
Eya2 inh: inhibitors of human Eya2 phosphatase activity; O00167; recombinant Eya2, OMFP fluorescence dephosphorylation (OMFP is methylfluorescein phosphate); Potency, µM (series often up to 76.9 µM), without a hit: at the top dose activity, negative = inhibition, actives largely listed as inhibitors; hit rate 0.006% among 330,000; further: potency means the concentration at half of the fitted maximal effect; on the % scale 0 is the no-effect control and ±100 the full control effect
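Eya2 (0.2 uM) preincubated 10 min at ambient with compound, then OMFP substrate added at 50 uM; 10 min reaction in 50 mM HEPES pH 7.5, 50 mM NaCl, 5 uM MgCl2, 0.05% BSA, 1 mM DTT. Fluorescence read at Ex 485/Em 525 nm.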
ELG1 repair inh: blocks ELG1-dependent DNA repair in HEK293T cells. Potency, µM (titrated, usually from 46.1 µM), inactives show at the top dose activity change, negative = inhibition, most hits filed as inhibitors. hit rate 2.3% among 330,000. HEK293T ELG1-luciferase reporter, luminescence, 16 h; DNA damage induced by 5-fluorouridine; further: potency means the concentration at half of the fitted maximal effect; on the % scale 0 is the no-effect control and ±100 the full control effect; nearly all actives have a fitted effect of over 55% in size
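5-Fluorouridine DNA damage + compound/DMSO, 2,000 cells/well, 16 h, 37 °C/5% CO2. ONE-Glo, 30 min RT, luminescence. Readout = decrease in reporter signal.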
Tb PFK block: T. brucei PFK enzyme inhibition; O15648; AID 485367; T. brucei PFK, ADP-Glo luminescence; Potency, µM (titrated, usually from 57.5 µM), without a hit: top-dose activity, negative = inhibition, usual class: inhibitors; hit rate 0.17% among 330,000;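 further: potency means the concentration at half of the fitted maximal effect; 0% = uninhibited 1x PFK enzyme wells and -100% = no-enzyme wells; nearly all actives have a fitted effect of over 60% in size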
Target sequence (O15648 whole entry, looked up): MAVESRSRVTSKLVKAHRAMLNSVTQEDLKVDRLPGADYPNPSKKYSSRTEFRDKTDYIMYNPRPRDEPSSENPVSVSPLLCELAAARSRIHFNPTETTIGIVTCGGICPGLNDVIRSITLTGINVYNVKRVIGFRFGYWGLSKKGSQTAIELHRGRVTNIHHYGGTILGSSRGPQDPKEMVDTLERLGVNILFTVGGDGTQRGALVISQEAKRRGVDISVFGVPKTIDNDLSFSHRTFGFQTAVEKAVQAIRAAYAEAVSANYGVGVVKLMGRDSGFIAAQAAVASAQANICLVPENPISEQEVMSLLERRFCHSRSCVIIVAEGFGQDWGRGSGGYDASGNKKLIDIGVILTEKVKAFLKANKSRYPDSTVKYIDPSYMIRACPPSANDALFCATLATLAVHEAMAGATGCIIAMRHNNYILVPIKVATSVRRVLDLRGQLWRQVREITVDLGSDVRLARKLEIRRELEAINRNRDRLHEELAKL
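1.25 nM PFK with 0.5 mM F6P and 0.1 mM ATP in 0.1 M TEA pH 8.0, 5 mM MgCl2, incubated 45 min at room temperature; ADP measured by ADP-Glo luminescence; compounds titrated up to 57 uM.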
TSG101-PTAP inh: blocks PTAP/TSG101 interaction to inhibit HIV-1 budding. 340,000 tested, under 10 active. Q99816. Fluorescence polarization, FITC-PTAP peptide / Tsg101 binding. Potency, µM (highest dose often 115 µM), without a hit: at the highest dose activity change, negative = inhibition, usual class: inhibitors. AID 493005; active means well fitted inhibition curve with a large enough effect in the main read-out, with a control signal flat, not every such curve was filed as active; inconclusive means small, poorly fitted or top-dose-only effect, or effect the other way, or a change in a side signal; inactive means no such curve, though single readings can be large or run the other way; further: potency means the concentration at half of the fitted maximal effect; % of control where 0% means no effect
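Fluorescence polarization binding of Tsg101 binding domain (10 uM final) to FITC-labeled PTAP peptide (50 nM final) in HEPES pH 7.5 buffer with NaCl, Tween 20, EDTA, TCEP. Compounds added before peptide; binding 20 min at RT.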
TSHR antag: antagonists of human thyroid stimulating hormone receptor. TSHR-expressing cells, TSH-stimulated cAMP HTRF, 2 h; active compounds read low. activity change, negative = inhibition, % at 11.5 µM. hit rate 0.2% among 330,000. P16473;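 active means activity change below a set negative limit, meaning inhibition stronger than a set level, cut at about -70% in these data; inconclusive means activity change between two set negative limits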; further: on the % scale 0 is the no-effect control and ±100 the full control effect
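Freshly harvested TSHR cells receive pin-tooled compound, then EC80 TSH at 4nM final. After 2 hours at 37 deg C, antibody in lysis buffer and cAMP-d2 are added; 30 minutes at ambient temperature precede the HTRF read.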
uPA generation: inhibitors of cell surface uPA generation. cell surface uPA generation assay, qHTS. Potency, µM (titrated, usually from 38.3 µM), inactives show at the highest dose activity change, negative = inhibition, usual class: inhibitors. hit rate 0.31% among 330,000. AID 540303; active means well fitted inhibition curve with a large enough effect; inconclusive means small, poorly fitted or top-dose-only effect; inactive means no such curve, though single readings can be large or run the other way; tested in mouse RAW 264.7 cells; further: potency means the concentration at half of the fitted maximal effect; on the % scale 0 is the no-effect control and ±100 the full control effect; nearly all actives have a fitted effect of over 55% in size
Mito fusion act: blocks mitochondrial division or promotes mitochondrial fusion; S. cerevisiae fusion-defective mutant growth rescue, CellTiterGlo 48 h; Potency, µM (doses to about 46.1 µM), inactives show at the top dose growth rescue (activation), actives largely listed as activators; hit rate 0.23% among 320,000; AID 485298;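 further: potency means the concentration at half of the fitted maximal effect; % of control where 0% means no effect; nearly all actives have a fitted effect of over 45% in size; temperature-sensitive fusion mutants such as fzo1-1 at 37 °C on non-fermentable ethanol glycerol medium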
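S. cerevisiae fusion-defective temperature-sensitive mutants (e.g. fzo1-1, mgm1-5) grown 48 h at 37C in YPEG (ethanol/glycerol non-fermentable) medium with 23 nl compound per well; growth rescue read as CellTiterGlo luminescence.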
USP2a inh: blocks human ubiquitin-specific protease USP2a. O75604. hit rate 0.01% among 330,000. Potency, µM (highest dose often 38.3 µM), for inactives: at the highest dose activity change, negative = inhibition, actives largely listed as inhibitors. USP2 core, Ub-CHOP2 coupled fluorogenic reporter, 485/531. AID 463254;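 further: potency means the concentration at half of the fitted maximal effect; plate controls were DMSO wells for no effect and full inhibition by NEM control for full effect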
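Deubiquitinase activity read as fluorescence (485/531 nm) after Ub-CHOP2 cleavage activates the enterokinase reporter on its substrate; USP2 core 10nM, Ub-CHOP2 and substrate 25nM each, 30min compound preincubation then 60min RT; data normalized to NEM, curves fitted.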
Chronic BCR inh: inhibitors of chronic active B-cell receptor signaling; Potency, µM (doses to about 46.1 µM), without a hit: at the top dose ratio change, negative = lower green/red ratio, actives largely listed as inhibitors; hit rate 0.05% among 340,000; ABC-DLBCL IkBa-CBG/CBR reporter, luminescence ratio, 4 h; AID 493014; active means well fitted inhibition curve with a large enough effect in the signal ratio, with a control signal flat, not every such curve was filed as active; inconclusive means small, poorly fitted or top-dose-only effect, or effect the other way, or a change in a side signal; the % refers to the signal ratio;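 further: potency means the concentration at half of the fitted maximal effect; plate controls were basal doxycycline-induced cells for no effect and cells given 10 µM MG132 for full effect; MG132 reads +100%, hits lower the ratio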
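Doxycycline induced both beetle luciferases in TMD8 lymphoma cells; IKK-driven degradation limits the IkappaBalpha-fused green signal, while red luminescence normalises for cell number and nonspecific effects. Compounds tested up to 46 uM, 4 hrs.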
TCR activator: activators of T cell receptors; primary human leukocytes, anti-CD3, IL-2 HTRF, 48 h; Potency, µM (series often up to 9.22 µM), without a hit: top-dose activation of IL-2 secretion, hits mostly activators; 330,000 tested, under 10 active; AID 504894; further: % of control where 0% means no effect
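HTRF read-out of IL-2 secretion: europium cryptate donor excited at 320nm, d2 acceptor emission at 665nm. Cells were primary human leukocytes incubated 48 hr with compounds and a-CD3 beads, supplying TCR signal only.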
B2AR arrestin: recruits beta-arrestin to the human beta2-adrenergic receptor. beta-arrestin recruitment to beta2AR, cell-based reporter. Potency, µM (series often up to 46.1 µM), for inactives: top-dose activation, actives largely listed as activators. hit rate 0.02% among 330,000. AID 492947;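 further: potency means the concentration at half of the fitted maximal effect; 0% = DMSO controls and full agonism = EC100 isoproterenol or metaproterenol; nearly all actives have a fitted effect of over 65% in size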
Target sequence (P07550 whole entry, looked up): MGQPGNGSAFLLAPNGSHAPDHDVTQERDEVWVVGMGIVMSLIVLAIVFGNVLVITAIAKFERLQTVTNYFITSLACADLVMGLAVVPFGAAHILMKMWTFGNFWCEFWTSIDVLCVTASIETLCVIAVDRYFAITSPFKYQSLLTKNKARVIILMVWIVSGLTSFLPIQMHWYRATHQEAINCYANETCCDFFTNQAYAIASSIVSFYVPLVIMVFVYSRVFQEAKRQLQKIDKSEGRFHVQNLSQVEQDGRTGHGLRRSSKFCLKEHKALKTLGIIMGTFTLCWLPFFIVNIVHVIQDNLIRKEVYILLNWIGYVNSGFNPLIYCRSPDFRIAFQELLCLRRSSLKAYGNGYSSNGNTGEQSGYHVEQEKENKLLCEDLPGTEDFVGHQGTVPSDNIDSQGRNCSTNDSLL
Starred values were filed as active, the others as inactive; ? = inconclusive; . = not tested or not shown; [ ] = remark or other dose. Unless noted, the call rests on the fitted dose curve; in most records, active means well fitted curve in the direction sought with a large enough effect; inconclusive means small, poorly fitted or top-dose-only effect, or another doubt; inactive means no such curve, though single readings can be large; an effect the other way counts as inactive or inconclusive. Random draw from the library; about 3% have a hit in one of these screens.

Below each compound: TSG101-PTAP inh, TCR activator, Tb PFK block, Eya2 inh, B2AR arrestin, uPA generation, Chronic BCR inh, Mito fusion act, USP2a inh, ELG1 repair inh, TSHR antag
Cc1cccc(NC(=O)COC(=O)CSc2ccccc2)c1C
 : -4%, ., 2%, 6%, 0.2%, -1%, 3%, 0%, 4%, 1%, 11
COc1ccc(CCNC(=O)CCC(=O)N2CCN(S(=O)(=O)c3ccc(Cl)cc3)CC2)cc1OC
 : 2%, 1%, -3%, 1%, -0.9%, 2%, -1%, 1%, 6%, -7%, -2
O=C1CC(c2ccc(F)cc2)C2=C(CCCC2=O)N1 (configuration not stated)
 : -1%, -10%, -2%, 14%, -0.6%, 1%, -1%, 3%, 0%, 21%, 1
Cc1ccc(S(=O)(=O)NC(CC(=O)N2CCOCC2)c2ccco2)cc1 (configuration not stated)
 : -8%, -3%, 0%, -12%, -0.6%, 8%, -13%, 4%, 2%, 19%, -7
CCN(CC)CCCOc1ccc(Cl)c(Cl)c1
 : -1%, -9%[46.1 µM], -4%, -4%, -0.5%, -4%, -1%, -8%, 1%, -8%, 9
O=C(Cc1ccccc1)N/N=C/c1ccc(Cl)cc1Cl
 : -5%, 5%, 0%, 16%, 3.4%, ., ?, 3%, -3%, ?, 5
Cc1nnc(SCC(=O)N2CC(C)OC(C)C2)n1-c1ccccc1 (configuration not stated)
 : -3%, 4%, -11%, 20%, 0.5%, 4%, 0%, -4%, 2%, ?, 11
CS(=O)(=O)N(CC(=O)NC1CCCC1)c1cccc(F)c1
 : -2%, 1%, -5%, -2%, -0.2%, -1%, 9%, -2%, 2%, 14%, -6
O=C(CN1CCN(c2ccccc2O)CC1)NCCCc1ccccc1
 : -1%, 3%, 0%, -12%, 0.2%, 3%, -17%, -8%, -1%, -18%, -3
CCN1CCN(c2ccc(S(=O)(=O)N3CCCCC3)cc2NC(=O)Cc2c(F)cccc2Cl)CC1
 : -3%, -6%, -1%, 3%, 0.3%, 4%, -4%, -1%, 3%, 11%, 0
COc1ccc(N2C(=O)CC(N3CCN(S(=O)(=O)c4ccc(Cl)cc4)CC3)C2=O)cc1 (configuration not stated)
 : 2%, 2%, 4%, -14%, 0.4%, -5%, -2%, 7%, 0%, 7%, -4
COc1cccc(C(=O)N2CCN(C3CCC(c4ccccc4)CC3)CC2)c1 (configuration not stated)
 : -3%, -6%, -3%, -6%, -0.4%, -3%, 8%, 6%, 1%, -15%, 3
CC(C)OCCCNc1ncc2c(n1)CC(c1ccc(N(C)C)cc1)CC2=O (configuration not stated)
 : -8%, -6%, 1%, 5%, 0.3%, 8%, -1%, 3%, -1%, -20%, -6
CNC(=O)c1nnc(Cc2ccc(F)cc2)o1
 : -6%, 7%, 1%, -10%, 4.0%, -7%, 5%, -1%, 2%, 18%, -3
CC(=O)Nc1ccc2nc(NC(=O)COc3cccc(C)c3)sc2c1
 : 1%, -1%, 1%, 0%, 0.2%, -1%, ?, -12%, 3%, 7%, -21
Cc1cc(C)c2nc(SCC(=O)Nc3cc(C)on3)c(C#N)cc2c1
 : 3%, 2%, -2%, 2%, 0.3%, 3%, 1%, -9%, 2%, ?, -7
CC(C)CCNC(=O)C(C)N(Cc1ccc(F)cc1)C(=O)c1ccc(CN2CCOCC2)o1 (configuration not stated)
 : -2%, 1%, 1%, 10%, 0.0%, 1%, -1%, -4%, 2%, 0%, 3
O=C(NCC1CCCO1)c1sc2cc(Cl)ccc2c1Cl (configuration not stated)
 : -1%, -5%[46.1 µM], 3%, 0%, -0.8%, -3%, ?, 12%, 0%, ?, 0
O=C1CC(c2ccccc2)CN1Cc1ccccc1 (configuration not stated)
 : 0%, -2%, -2%, 21%, -0.1%, ., 1%, 1%, 1%, -12%, -2
CC1CCc2cccc3c2N1c1cc(C#N)c(C#N)cc1O3 (configuration not stated)
 : ?, -4%, 0%, 6%, -0.9%, ., ?, -5%, 2%, 16%, -8
COc1ccccc1C1NC(c2ccccc2OC)C(C)C(=O)C1C (configuration not stated)
 : -1%, ., -2%, -12%, -0.7%, ., 1%, -3%, ?, ?, -2
COc1ccccc1NCN1C(=O)CCC1=O
 : 0%, -3%, -1%, -12%, -0.4%, 7%, ?, 1%, -2%, -5%, 0
O=C1CC(c2ccco2)CC(O)=C1C=NCCO (configuration not stated)
 : -5%, 3%, 0%, 23%, -0.5%, 3%, -2%, -3%, 1%, -11%, 12
CCOC(=O)c1cnc2c(Cl)cccc2c1NCCCN1CCOCC1
 : -9%, 2%, 2%, 9%, -3.8%, ?, -2%, -1%, -2%, -1%, -16
O=C(CSC1=NCCS1)N1CCc2ccccc21
 : -5%, -4%, 1%, 4%, -0.1%, -10%, ?, -5%, 2%, ?, -3
Cc1ccc(C(=O)NCC(=O)OC(C)C(=O)NC2CCCc3ccccc32)cc1 (configuration not stated)
 : 0%, 8%, 0%, 15%, 0.0%, -11%, 0%, 1%, 0%, 12%, -2
O=C(CCS(=O)(=O)c1ccc(Br)cc1)N1CCN(c2ccccc2)CC1
 : 1%, 5%, -16%, 10%, -0.2%, -1%, 6%, 2%, 0%, -15%, -5
Cc1ccc(NC(=O)c2ccc3nc(N4CCOCC4)sc3c2)c(Cl)c1
 : -6%, -5%, -5%, 1%, 0.0%, -7%, -1%, 0%, 3%, ?, -4
Cc1cccc(NC(=S)N2CCC(NC(=O)c3ccco3)CC2)c1
 : -8%, 0%, -1%, 14%, 0.2%, -1%, -4%, -1%, 2%, -1%, 5
COc1ccc(/C=C/C(=O)NCCC(=O)N2CCCN(C)CC2)cc1
 : -2%, -1%, -6%, 2%, -0.1%, 0%, 4%, 19%, 1%, 0%, 12
CC1CCCCN1CCNC(=O)c1cc2c(-c3ccccc3F)nn(C)c2s1 (configuration not stated)
 : 1%, -2%, -2%, 19%, -0.1%, -24%, 21%, 0%, -2%, 3%, -7
CCOC(=O)N1CCN(CCC(=O)Nc2ccc(C)c(Br)c2)CC1
 : -3%, 4%, -2%, -2%, 0.5%, 0%, 3%, 1%, -1%, -9%, 1
CCOC(=O)CNC(=O)CSc1nc(-c2cccc(C)c2)ns1
 : -8%, 1%, -7%, -5%, 0.0%, -3%, ?, 2%, 1%, 15%, -9
C(=C\c1ccncc1)/c1ccncc1
 : 0%, 6%, 2%, 5%, -0.7%, -5%, -4%, -2%, 0%, 0%, -4
Cc1cccn2c(=O)c3cc(C(=O)NCC4CCCO4)c(=N)n(Cc4cccnc4)c3nc12 (configuration not stated)
 : -12%, 4%, 1%, -8%, -0.2%, -6%, ?, 2%, 1%, -15%, -2
CCCCOc1ccc(C2(C)NC(=O)NC2=O)cc1 (configuration not stated)
 : -3%, 2%, -1%, -8%, 0.2%, 0%, 1%, 1%, -2%, 9%, -7
FC(F)(F)c1cnc(/C=C/Nc2ccccc2Cl)c(Cl)c1
 : -3%, -3%, 0%, ?, -0.4%, -2%, 2%, 0%, 3%, 0%, 6
CCn1c(-c2cc(C3CC3)nc3ccccc23)n[nH]c1=S
 : -4%, -1%[46.1 µM], 4%, 0%, -1.2%, 4%, -1%, 1%, 4%, ?, -3

Some entries already given with just TSHR antag, Eya2 inh and USP2a inh:
Compound | TSHR antag | Eya2 inh | USP2a inh
CCOC(=O)c1cnc2c(Cl)cccc2c1NCCCN1CCOCC1 | -16 | 9% | -2%
O=C(CSC1=NCCS1)N1CCc2ccccc21 | -3 | 4% | 2%
